Screening results: PubChem, The Scripps Research Institute Molecular Screening Center
MBD2 DNA inh = inhibitors of MBD2 binding to methylated DNA, primary screen, biochemical, TR-FRET, DNA-binding domain, human; Methyl-CpG-binding domain protein 2 (Homo sapiens), Q9UBB5; AID 686964, 2013; inhibition, % at 4.4 µM; actives 0.31% (n = 370,000); MBD2 binding to methylated oligonucleotide; in the data active = inhibition above about 13%
Target sequence (Q9UBB5 whole entry, looked up, the tested form may be a part): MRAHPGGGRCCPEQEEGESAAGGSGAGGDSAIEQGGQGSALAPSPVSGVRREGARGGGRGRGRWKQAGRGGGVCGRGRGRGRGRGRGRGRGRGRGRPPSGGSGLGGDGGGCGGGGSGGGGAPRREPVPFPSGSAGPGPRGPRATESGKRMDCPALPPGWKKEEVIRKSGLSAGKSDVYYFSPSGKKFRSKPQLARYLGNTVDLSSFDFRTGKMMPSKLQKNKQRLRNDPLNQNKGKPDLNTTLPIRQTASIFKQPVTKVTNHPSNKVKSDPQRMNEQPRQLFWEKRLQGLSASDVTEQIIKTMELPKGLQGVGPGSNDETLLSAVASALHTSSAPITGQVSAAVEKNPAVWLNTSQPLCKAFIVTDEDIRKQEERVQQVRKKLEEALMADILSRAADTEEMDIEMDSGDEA
LEDGF integ inh = blockers of LEDGF/p75-dependent integrase strand transfer – biochemical, TR-FRET, high throughput, primary screen. TR-FRET IN-LEDGF/p75 DNA integration, Eu/Cy5. inhibition, % at 3.7 µM. actives 0.64% (n = 370,000);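 active = inhibition above the screen-wide mean plus 3 SD, cut at about 13% in these data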;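 also: signal is the Cy5 over europium emission ratio at 671 and 618 nm; 0% = plate median of compound wells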
PRMT1 inh = PRMT1 methyltransferase inhibitors, primary screen, biochemical, fluorescence polarization. Protein arginine N-methyltransferase 1 (Homo sapiens), Q99873. recombinant PRMT1, activity-based probe fluorescence polarization. inhibition, % at 2.79 µM. actives 1.3% (n = 370,000);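 active = inhibition above about 21% made by adding two undisclosed values, limit read from the data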
TCR-CD3 inh = inhibitors of human TCR-CD3 interaction, primary screen, biochemical, fluorescence, TAMRA-labeled TCR probe. inhibition, % at 9.4 µM. actives 0.37% (n = 360,000). AID 651800, 2012; in the data active = inhibition above about 19%;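 also: recombinant mutant TCR 2C K166C tagged with TAMRA read by polarization; 0% = receptor in buffer alone and 100% = receptor with positive control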
Tn6 DDE FP = inhibitors of Tn6 peptide binding to fibrin DD(E), primary screen, biochemical, fluorescence polarization, human fibrin, Tn6 probe; Fibrin DD(E) TRITC-Tn6 fluorescence polarization displacement; inhibition, % at 8.3 µM; actives 0.21% (n = 370,000); AID 720509, 2013;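 active = inhibition above a per-campaign cutoff: mean of compounds within control limits plus 3 SD, cut at about 15% in these data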;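 also: 0% = median of all compound wells on the plate and 100% = blocking peptide control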
TDP2 absorb = human TDP2 enzyme inhibitors, primary screen, biochemical, epi absorbance, recombinant enzyme | Tyrosyl-DNA phosphodiesterase 2 (Homo sapiens), O95551 | T5PNP hydrolysis, p-nitrophenol absorbance 415 nm | inhibition, % at 12.8 µM | actives 0.34% (n = 370,000);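 active = inhibition above the mean of all tested compounds plus 3 SD, set per campaign, cut at about 25% in these data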;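 also: 0% = DMSO with enzyme and 100% = buffer with substrate but no TDP2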
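Read-out basis: percent inhibition. System: recombinant human TDP2. Buffer or medium: Mg2+-containing Tris-HCl buffer, pH 7.5. Repeats: single replicate. Timing: reaction 2 h, 37 °C. Benchmarks: high control without enzyme, low control DMSO plus TDP2. Probe or stimulus: 5 mM T5PNP. Doses: 12.8 µM only. Measured by: epi absorbance of p-nitrophenol freed from T5PNP by hydrolysis.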
SIAE primary = human SIAE inhibitors, primary screen, biochemical, fluorescence polarization, FP-Rh probe, 1536-well HTS; inhibition, % at 9.66 µM; AID 1053197, 2014; Sialate O-acetylesterase (Homo sapiens), Q9HAT2; SIAE FP-Rh probe binding; actives 0.69% (n = 370,000);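 active = inhibition above a cutoff: mean of compounds within the control limits plus 3 SD of those, cut at about 17% in these data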;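 also: 0% = plate median of compound wells and 100% = probe without SIAE protein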
Target sequence (Q9HAT2 whole entry, looked up): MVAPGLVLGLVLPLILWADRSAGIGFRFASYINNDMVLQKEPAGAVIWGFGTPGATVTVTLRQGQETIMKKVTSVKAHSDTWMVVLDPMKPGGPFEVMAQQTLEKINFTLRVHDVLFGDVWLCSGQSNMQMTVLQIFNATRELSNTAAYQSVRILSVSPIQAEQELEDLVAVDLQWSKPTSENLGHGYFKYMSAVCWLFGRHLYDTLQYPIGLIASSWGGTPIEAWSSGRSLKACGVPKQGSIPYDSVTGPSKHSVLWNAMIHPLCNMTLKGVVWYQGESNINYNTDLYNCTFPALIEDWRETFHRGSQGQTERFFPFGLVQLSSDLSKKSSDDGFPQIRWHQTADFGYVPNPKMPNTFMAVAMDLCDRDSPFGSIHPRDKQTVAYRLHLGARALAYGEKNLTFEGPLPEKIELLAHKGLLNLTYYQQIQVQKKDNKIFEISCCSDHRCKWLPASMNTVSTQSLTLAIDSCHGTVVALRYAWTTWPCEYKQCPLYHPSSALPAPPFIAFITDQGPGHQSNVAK
proKLK7 act = proKLK7 zymogen activators, primary screen, biochemical, fluorescence intensity. Kallikrein-7 (Homo sapiens), P49862. purified proKLK7, EDANS-DABCYL substrate fluorescence; 100% is mature enzyme control, 0% vehicle. activation, % at 7 µM. AID 652039, 2013. actives 0.9% (n = 370,000);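 active = activation above the mean of all tested compounds plus 3 SD, computed per campaign excluding outliers beyond control limits, cut at about 13% in these data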
Tn7 DDE FP = inhibitors of Tn7 peptide binding to fibrin DD(E), primary screen, biochemical, fluorescence polarization, human fibrin, Tn7 probe; inhibition, % at 8.3 µM; FP displacement of FITC-Tn7 peptide from fibrin DD(E); 0% = median of compound wells per plate; AID 720508, 2013; actives 0.13% (n = 370,000);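 active = inhibition above the mean of compounds falling within the control limits plus 3 SD of them, cut at about 14% in these data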;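 also: 0% = plate median of compound wells and 100% = 10 µM Aha-Tn7 peptide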
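system = human fibrin DD(E) protein | quantity = DD(E) 2 µM final | medium = Tris/NaCl/CaCl2 buffer, pH 7.8 | also added = labelled Tn7 tracer, 0.1 µM | compound dosing = single point at 8.3 µM | timing = compound with protein 10 min, then 3 h after probe, room temperature | signal = FP measurement | benchmarks = Aha-Tn7 high control | repeats = one replicate per compound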
UHRF1 binding = UHRF1 methylated DNA binding inhibitors, primary screen, counter-screen for MBD2 inhibitor project, biochemical, TR-FRET, human UHRF1, single concentration; E3 ubiquitin-protein ligase UHRF1 (Homo sapiens), Q96T88; UHRF1 binding to methylated oligo; inhibition, % at 4.4 µM; actives 0.75% (n = 370,000); AID 687016, 2013; in the data active = inhibition above about 21%;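 also: UHRF1 SRA domain binding a hemimethylated CpG hairpin DNA probe; 0% = median of test compound wells and 100% = reference inhibitor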
Starred values were filed as active, the others as inactive; . = not tested or not shown.

The line under a structure holds: MBD2 DNA inh	LEDGF integ inh	PRMT1 inh	TCR-CD3 inh	Tn6 DDE FP	TDP2 absorb	SIAE primary	proKLK7 act	Tn7 DDE FP	UHRF1 binding
- O=C(COC(=O)c1ncc(Cl)c(Cl)c1Cl)NC(=O)NCc1ccccc1
→ -1	2	-3	5	0	7	-4	0.9	-4	-1
- COc1ccc2oc(C(=O)OCC(=O)Nc3cc(S(=O)(=O)N4CCOCC4)ccc3C)c(C)c2c1
→ -3	-3	-1	-2	-2	10	-17	-4.8	0	-1
- Cc1ccc(-n2c(C)cc(C(=O)CSc3nnnn3C)c2C)cc1
→ 4	1	-1	4	-6	0	1	0.6	-5	2
- COc1ccc(N2CCN(C3CCCN(S(=O)(=O)c4ccc(C)cc4C)C3)CC2)cc1 (configuration not stated)
→ 1	-1	0	7	5	7	13	0.3	7	2
- CCOC(=O)c1c(-c2ccco2)csc1NC(=O)COC(=O)c1cnc(C)cn1
→ 0	11	36*	5	-4	14	4	0.1	11	12
- CC1CN(Cc2nc3c(c(=O)[nH]c(=O)n3C)n2CC(N)=O)CC(C)O1 (configuration not stated)
→ 3	-1	3	-14	-4	6	-6	-0.1	5	1
- COc1cc(OC)cc(N2C(=O)CSCC2=O)c1
→ 2	-1	3	-7	4	11	0	-0.1	4	1
- Cc1ccc(S(=O)(=O)Nc2ccc(S(=O)(=O)NC(C)(C)C)cc2)cc1
→ -3	-1	-4	-1	4	4	2	0.1	3	-2
- O=C(c1ccccc1Br)N1CCN(c2ccccn2)CC1
→ 3	-1	-3	-4	-5	19	0	-0.3	-1	0
- CCCc1cnc(N2CCN(C(=O)c3c(-c4ccccc4)noc3C)CC2)nc1
→ -4	1	-5	3	6	-1	-2	-0.4	3	-3
- Nc1nnc(SCC(=O)Nc2nnc(-c3ccccc3)o2)s1
→ -1	4	-4	-3	0	7	-4	0.3	-8	2
- N#Cc1ccc(C(=O)Nc2cc(C3CC3)nn2-c2ccccc2)cc1
→ -4	1	-5	-6	-2	14	5	-0.2	3	-2
- CCCN(C1CCS(=O)(=O)C1)S(=O)(=O)c1ccc2ccccc2c1 (configuration not stated)
→ 4	-3	0	0	0	-14	1	0.5	5	-2
- CCSc1nc(N)c(NC(=O)c2ccc(Br)o2)c(=O)[nH]1
→ 5	0	-2	2	-2	7	-2	0.5	4	0
- O=C(CCCCCN1C(=O)C2C3C=CC(C3)C2C1=O)Nc1ccccn1 (configuration not stated)
→ -4	2	-2	.	2	6	-2	0.1	1	-1
- CCOc1cc(OCC)nc(S(C)(=O)=O)n1
→ 2	0	1	-2	-8	3	3	0.1	1	4
- COc1ccccc1OCCNC(=O)c1ccc(NC(=O)CC2SC(N3CCCC3)=NC2=O)cc1 (configuration not stated)
→ 1	1	-3	10	1	4	-3	0.0	3	2
- CN1CCN(c2cc(C(F)(F)F)nc3ccc(F)cc23)CC1
→ 3	-3	4	-8	7	1	-3	0.0	0	0
- COc1ccccc1Nc1ncnc2c1c(C)c(C)n2CCCN(C)C
→ -5	1	-4	0	-3	0	5	-0.5	-4	0
- COc1cc(NC(=O)c2ccccc2)cc(OC)c1
→ 5	-3	-1	2	0	-3	1	-0.3	1	-1

Arranged by the number under PRMT1 inh (smallest number first): three of the compounds above.
mol,MBD2 DNA inh,LEDGF integ inh,PRMT1 inh,TCR-CD3 inh,Tn6 DDE FP,TDP2 absorb,SIAE primary,proKLK7 act,Tn7 DDE FP
O=C(c1ccccc1Br)N1CCN(c2ccccn2)CC1,3,-1,-3,-4,-5,19,0,-0.3,-1
Cc1ccc(-n2c(C)cc(C(=O)CSc3nnnn3C)c2C)cc1,4,1,-1,4,-6,0,1,0.6,-5
CCCN(C1CCS(=O)(=O)C1)S(=O)(=O)c1ccc2ccccc2c1 (configuration not stated),4,-3,0,0,0,-14,1,0.5,5

More entries follow:
The line under a structure holds: MBD2 DNA inh	LEDGF integ inh	PRMT1 inh	TCR-CD3 inh	Tn6 DDE FP	TDP2 absorb	SIAE primary	proKLK7 act	Tn7 DDE FP	UHRF1 binding
- COc1ccc(CCn2c(=N)c(C(=O)NCCN3CCOCC3)cc3c(=O)n4ccccc4nc32)cc1OC
→ -6	4	-3	6	5	0	-3	-0.6	0	-6
- Clc1ccc(Cl)c2sc(N3CCOCC3)nc12
→ 3	3	-1	-6	-5	-2	5	-0.3	0	5
- CC(C)(C)NC(=O)C(c1ccncc1)N(Cc1cccs1)C(=O)c1csnn1 (configuration not stated)
→ 0	2	6	1	-3	-1	3	-0.2	2	0
- CN1C[C@@H]2C(c3ccccc3)C3(c4cccnc4)CC2(C3)[C@H]1c1ccccc1 (some centres not stated)
→ 3	1	-3	3	0	-4	0	0.1	7	2
- CCC(C)(C)NCC(=O)Nc1ccc(OC(F)(F)F)cc1
→ -11	-1	-2	5	2	0	9	-0.5	8	1
- CC(CS(=O)(=O)c1cccc2cccnc12)N1CCCCC1 (configuration not stated)
→ -1	-2	11	-1	7	5	0	-0.4	4	1
- CCN(CC)c1ccc(NC(=O)COC(=O)COc2ccccc2[N+](=O)[O-])cc1
→ 4	-6	3	-6	-1	2	6	0.3	-1	1
- CC(C)NC(=O)C1(C)CCN1C(=O)C(c1ccccc1)c1ccccc1 (configuration not stated)
→ 4	-5	-2	-2	3	6	-7	-1.1	7	0
- Cn1cc(Br)c(C(=O)N/N=C/c2cccc(OC3CSC3)c2)n1
→ 2	-2	0	3	6	0	-6	-0.4	1	-1
- O=c1c2c(nc3cc(-c4cccc(Cl)c4)[nH]n13)CCC2
→ 2	-3	-1	7	1	1	3	-11	6	0
- COc1ccc(NC(=O)c2ccc(COCC(F)(F)C(F)F)cc2)cc1OC
→ -6	3	-2	-4	5	-12	4	0.1	3	0
- Cc1ccccc1CN1CCN(CC(=O)NCc2ccccc2)C1=O
→ 2	2	-2	0	-2	11	13	0.7	2	8
- CC(=O)c1ccc(OCc2cc(C(=O)N(C)CCOc3ccc(C)cc3)no2)cc1
→ 0	-2	5	-2	-8	15	-13	1.1	-2	2
- O=C(OCn1nnc2ccccc2c1=O)C1COc2ccccc2O1 (configuration not stated)
→ 2	1	-2	-6	-4	3	9	0.1	1	-4
- Cc1cccc(C(=O)Oc2csc(=S)n2C(=O)c2cccc(C)c2)c1
→ -7	-1	17	-4	-1	-2	-11	-1.1	-9	-8
- CCCCn1nnnc1C(c1cccc2ccccc12)N1CCN(C/C=C/c2ccccc2)CC1 (configuration not stated)
→ -3	-4	2	-5	-8	4	-1	-0.2	4	-2
- CC1C(=O)C(C)C(c2ccc(Cl)cc2)NC1c1ccc(Cl)cc1 (configuration not stated)
→ -5	1	-1	7	8	1	2	0.8	-4	-3
- Cc1c(NC(=O)c2cccc(NC(=O)Cc3ccccc3Cl)c2)c(=O)n(-c2ccccc2)n1C
→ -1	0	1	6	8	10	11	-0.4	5	-1
- CCOc1ccc(S(=O)(=O)N2Cc3ccccc3CC2C(=O)NCCCn2ccnc2)cc1 (configuration not stated)
→ 1	0	-1	0	3	4	-4	0.1	3	-2
- Cc1ccccc1S(=O)(=O)N1CCC(c2nc3ccccc3o2)CC1
→ 2	1	0	.	-3	-2	1	0.5	-2	3

Copied from the list:
`CN1C[C@@H]2C(c3ccccc3)C3(c4cccnc4)CC2(C3)[C@H]1c1ccccc1` (some centres not stated) in SIAE primary = 0
`Cc1ccccc1S(=O)(=O)N1CCC(c2nc3ccccc3o2)CC1` in Tn6 DDE FP = -3
`CC(CS(=O)(=O)c1cccc2cccnc12)N1CCCCC1` (configuration not stated) in MBD2 DNA inh = -1

Other compounds follow.
The line under a structure holds: MBD2 DNA inh	LEDGF integ inh	PRMT1 inh	TCR-CD3 inh	Tn6 DDE FP	TDP2 absorb	SIAE primary	proKLK7 act	Tn7 DDE FP	UHRF1 binding
- Cc1ccc(NC(=O)C(OC(=O)c2ccccc2Cl)c2ccccc2)cc1Cl (configuration not stated)
→ 3	2	1	-6	-1	-9	-119	-0.4	-8	4
- CCN(CC(=O)Nc1c(F)cccc1F)C(=O)CNC(=O)c1sc2ccccc2c1Cl
→ -5	3	-1	-2	-8	-1	-12	-0.3	-3	0
- CN(C)CCCCNCCCNC(=O)/C=N\O
→ 0	-3	-1	1	0	12	4	0.7	-4	-3
- COc1ccc(CCN2CCCn3c2nc2c3c(=O)n(Cc3ccccc3F)c(=O)n2C)cc1OC
→ 1	0	-2	-3	-3	-6	-3	-0.1	-6	-2
- Cc1nc2sc(C(c3ccccc3)N3CC(C)OC(C)C3)c(O)n2n1 (configuration not stated)
→ 3	0	0	1	7	-1	-4	0.9	2	2
- O=[N+]([O-])c1cc(Cl)cc(/C=N/Nc2nc3ccccc3s2)c1O
→ -1	-1	2	-1	-2	0	4	0.8	7	0
- O=C(Cn1nnc(-c2ccccc2)c1COc1ccc2ccccc2c1)NCC1CC1
→ -1	3	-3	-3	-4	4	-11	0.4	1	-1
- Cc1ccc(S(=O)(=O)N2CCN(C(=O)c3ccc(OCc4c(C)noc4C)cc3)CC2)cc1
→ 2	0	-1	2	-14	4	1	0.3	3	-2
- O=C(CCl)N1c2ccccc2OCC1c1ccccc1 (configuration not stated)
→ 2	3	-3	2	-2	2	4	-0.1	-1	0
- O=C(CSc1nccc(=O)[nH]1)NC1CCCc2ccccc21 (configuration not stated)
→ 2	5	5	-3	6	1	-2	0.1	2	1

PRMT1 inh, what is marked active above
| canonical_smiles | MBD2 DNA inh | LEDGF integ inh | PRMT1 inh | TCR-CD3 inh | Tn6 DDE FP | TDP2 absorb | SIAE primary | proKLK7 act | Tn7 DDE FP |
| --- | --- | --- | --- | --- | --- | --- | --- | --- | --- |
| CCOC(=O)c1c(-c2ccco2)csc1NC(=O)COC(=O)c1cnc(C)cn1 | 0 | 11 | 36* | 5 | -4 | 14 | 4 | 0.1 | 11 |
